IL1B secr inh: qHTS for Inhibitors of Inflammasome Signaling: IL-1-beta AlphaLISA Primary Screen; THP-1 LPS/ATP IL-1B secretion, AlphaLISA, 16 h; active compounds read low; activity change, % at 57.5 µM; actives 4.7% (n = 360,000); AID 743279, 2014; in the data active = activity change below about -50%; inconclusive = mostly about -30% to -49%; note: % is set by controls: 0 for no effect and ±100 for the full control effect
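Secreted IL-1B measured by AlphaLISA bead assay after 16 h compound exposure of THP-1 cells; compounds (final up to 57.5 uM) added 1 h before LPS (250 ng/mL) and ATP (1.25 mM) stimulation; lower signal means less secretion.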
D3 ag: qHTS of D3 Dopamine Receptor Agonist: qHTS; D(3) dopamine receptor (Homo sapiens), P35462; D3R DiscoveRx beta-arrestin cells, luminescence, 90 min; max activation, %; actives 0.58% (n = 410,000); AID 652048, 2013; in the data active = max activation above about 30%; note: 0% is about no effect; mostly tested at two doses, the higher about 12 µM
Target sequence (P35462 whole entry, looked up): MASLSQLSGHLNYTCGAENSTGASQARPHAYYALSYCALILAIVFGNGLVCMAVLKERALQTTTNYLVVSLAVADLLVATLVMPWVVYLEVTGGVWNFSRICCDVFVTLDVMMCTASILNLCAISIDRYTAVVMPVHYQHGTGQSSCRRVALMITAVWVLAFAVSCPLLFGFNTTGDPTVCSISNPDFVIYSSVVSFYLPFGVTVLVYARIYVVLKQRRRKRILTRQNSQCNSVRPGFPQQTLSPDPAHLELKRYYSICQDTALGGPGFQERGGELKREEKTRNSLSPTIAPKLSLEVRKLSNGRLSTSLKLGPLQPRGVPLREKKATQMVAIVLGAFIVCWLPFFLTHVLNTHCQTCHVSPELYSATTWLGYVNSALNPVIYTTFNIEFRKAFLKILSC
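Agonist-mode cell screen: cells plated at 1500/well and incubated overnight at 37 °C, then exposed to library compounds for 90 min at 37 °C. Detection reagent was added for 30–60 min at room temperature, and luminescence was read.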
HT1080 IDH1KD tx: qHTS for induction of synthetic lethality in tumor cells producing 2HG: qHTS for the HT-1080-IDH1KD cell line; HT-1080 IDH1 knockdown viability, ATP luminescence, 48 h; Potency, µM (top dose mostly 46.1 µM), for the others: top-dose activity, negative = toxicity, most hits filed as cytotoxic; actives 2% (n = 360,000);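 note: potency is the fitted concentration of half-maximal effect; 0% = DMSO wells and -100% = cell-free medium wells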
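IDH1KD HT-1080 cells, 750/well, RPMI + 5% FBS; compound pinned after 2 h settling; 48 h, 37 °C; CellTiter-Glo luminescence; % activity normalised to DMSO and no-cell wells; curves fitted, classed by r2 and efficacy.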
GLP-1R agonist: qHTS of GLP-1 Receptor Agonists | Glucagon-like peptide 1 receptor (Homo sapiens), P43220 | HEK293 GLP-1R CRE-luciferase, luminescence, 4-6 h; cells express a hypersensitive GLP-1R form | Potency, µM (series often up to 45.6 µM), for inactives: at the top dose activation, most hits filed as activators | actives 0.007% (n = 380,000); note: potency is the fitted concentration of half-maximal effect; % of control where 0% means no effect
Target sequence (P43220 whole entry, looked up): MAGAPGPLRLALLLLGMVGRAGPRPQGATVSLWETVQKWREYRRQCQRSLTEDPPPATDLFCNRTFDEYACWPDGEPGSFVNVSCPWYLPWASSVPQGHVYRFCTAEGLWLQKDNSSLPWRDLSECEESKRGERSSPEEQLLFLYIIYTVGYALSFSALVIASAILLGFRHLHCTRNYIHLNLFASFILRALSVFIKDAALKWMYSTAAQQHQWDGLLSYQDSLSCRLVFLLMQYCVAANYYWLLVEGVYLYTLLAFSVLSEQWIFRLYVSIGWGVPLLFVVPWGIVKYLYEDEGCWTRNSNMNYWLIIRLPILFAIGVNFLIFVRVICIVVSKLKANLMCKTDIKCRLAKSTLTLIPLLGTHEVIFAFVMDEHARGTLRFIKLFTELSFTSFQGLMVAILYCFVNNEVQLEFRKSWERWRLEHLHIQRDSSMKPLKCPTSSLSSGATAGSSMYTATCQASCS
HT1080-NT tox: qHTS for induction of synthetic lethality in tumor cells producing 2HG: qHTS for the HT-1080-NT fibrosarcoma cell line | HT-1080-NT fibrosarcoma viability, CellTiter-Glo ATP luminescence, 48 h | Potency, µM (titrated, usually from 46.1 µM), for inactives: at the highest dose activity, negative = less viability, most hits filed as cytotoxic | actives 1.6% (n = 360,000) | AID 686970, 2013;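 note: NT is the 2HG producing partner of a matched IDH1 knockdown line; potency is the fitted concentration of half-maximal effect; 0% = DMSO-treated cells and -100% = media-only wells without cells; nearly all actives have a fitted effect of over 55% in size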
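Toxicity toward the 2HG-producing NT line was scored as %Activity, normalised to DMSO and no-cell wells, from CellTiter-Glo luminescence after 48 hours' treatment.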
DRD3 antagonist: qHTS of D3 Dopamine Receptor Antagonist: qHTS; D3R cells, DiscoveRx beta-arrestin luminescence, antagonist mode; active compounds read low; max response, negative = inhibition, %; actives 2.5% (n = 360,000); in the data active = max response below about -50%; inconclusive = no clear call, values can overlap the other calls; note: % is set by controls: 0 for no effect and ±100 for the full control effect; mostly tested at two doses, the higher about 12 µM
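Cells plated overnight at 1500 cells/well, then exposed to library compounds with dopamine controls for 90 minutes at 37 degrees C. DiscoveRx reagent added for 30–60 minutes at room temperature; luminescence read, quantitative HTS format.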
SW480 rerep: A quantitative high throughput screen for small molecules that induce DNA re-replication in SW480 colon adenocarcinoma cells; actives 1.8% (n = 340,000); SW480 DNA re-replication, Hoechst DNA content imaging, 48 h; Potency, µM (titrated, usually from 46.1 µM), for inactives: at the top dose re-replication activation, actives largely listed as activators; note: potency is the fitted concentration of half-maximal effect; % of control where 0% means no effect; nearly all actives have a fitted effect of over 55% in size
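SW480 cells exposed to compounds for 48 hr at 37 C, 5% CO2, then Hoechst-stained 40 min. Nuclear DNA content imaged by fluorescence scanning (405 nm excitation, 500-530 nm emission); re-replication scored as increased high-intensity nuclei.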
KB-3-1 cytotox: qHTS assay for MDR1-selective chemotherapeutics: Primary screen using the parental adenocarcinoma cell KB-3-1. KB-3-1 viability, CellTiter-Glo ATP luminescence, 72 h. Potency, µM (doses to about 46.1 µM), inactives show at the highest dose activity change, negative = cytotoxic, most hits filed as cytotoxic. actives 1.4% (n = 400,000); note: potency is the fitted concentration of half-maximal effect; % is set by controls: 0 for no effect and ±100 for the full control effect; nearly all actives have a fitted effect of over 60% in size
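Here the drug-naive KB-3-1 line serves as comparator for MDR sub-line selectivity; cells received compound titrations, 72 h at 37 °C, then CellTiter-Glo readout.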
KB-V1 cytotox: qHTS assay for MDR1-selective chemotherapeutics: Primary screen using the drug-selected MDR subline cells KB-V1; AID 1347076, 2019; actives 3.4% (n = 400,000); Potency, µM (series often up to 46.1 µM), for inactives: top-dose activity change, negative = cytotoxicity, actives largely listed as cytotoxic; KB-V1 MDR cells viability, CellTiter-Glo, 72 h; note: potency is the fitted concentration of half-maximal effect; % is set by controls: 0 for no effect and ±100 for the full control effect; nearly all actives have a fitted effect of over 60% in size
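Potencies derive from concentration-effect curves fitted to normalized luminescence (CellTiter-Glo) of KB-V1 cells treated for 72 h at 37 degrees C in phenol-red-free DMEM containing 10% FBS.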
Starred values were filed as active, the others as inactive; ? = inconclusive; nt = not tested or not shown; [ ] = remark or other dose. Unless noted, calls come from the whole dose curve; as a rule, active = well fitted curve in the direction sought with a large enough effect; inconclusive = small, poorly fitted or top-dose-only effect, or another doubt; inactive = no such curve, though single readings can be large; an effect the other way counts as inactive or inconclusive. Hits appear at their usual frequency; about 12% have a hit in one of these screens.

Each structure is followed by: IL1B secr inh	D3 ag	HT1080 IDH1KD tx	GLP-1R agonist	HT1080-NT tox	DRD3 antagonist	SW480 rerep	KB-3-1 cytotox	KB-V1 cytotox
> COc1ccc(-c2oc3c(c2-c2cnc(OC)nc2)C(O)CC3)cc1 (centres undefined)
→ -11	-10	-1%	-7%	15%	?	nt	3%	?
> CC1(C)CC(=O)C2=C(C1)NC(SCC(=O)Nc1ccccc1)=C(C#N)C21CCCCC1
→ ?	4	-16%	2%	?	9	1%	?	21µM*
> CC(=O)c1ccc(C(=O)Nc2ccc3c(c2)C(=O)NC3=O)cc1
→ -4	-5	17%	0%	20%	?	1%	20%	11%
> O=C(c1ccccc1NS(=O)(=O)c1ccc([N+](=O)[O-])cc1[N+](=O)[O-])N1O[C@@H]2C=C[C@H]1C2
→ -72*	0	-2%	2%	-2%	30	?	0%	0%
> O=C(COc1ccccc1)NCC(=O)N/N=C/c1ccco1
→ 7	-4	0%	0%	1%	-21	8%	0%	25%
> CC(=O)c1ccc(NC(=O)c2c(C)nn(-c3ccccc3)c2Cl)cc1
→ 13	2	10%	15%	6%	6	-7%	2%	-20%
> COc1ccccc1NC(=O)CC1CCCC1
→ -9	6	-1%	9%	16%	13	-12%	0%	0%
> CCN(CC)c1ccc(NC(=O)c2ccccn2)cc1S(=O)(=O)Nc1ccccc1OC
→ -20	-5	-15%	5%	0%	-11	1%	16%	?
> CCC(C)n1c(SCc2ccccc2)nc2ccsc2c1=O (centres undefined)
→ 3	-11	1%	1%	-4%	-17	107%	?	10µM*
> O=C(/C=C/[C@H]1O[C@@H](n2ccc(=O)[nH]c2=O)[C@H](O)[C@@H]1O)NCc1cccs1
→ 17	7	23%	-1%	21%	25	nt	0%	7%
> CCOc1ccc(C(=O)NCC(=O)Nc2ccc3c(c2)OCO3)cc1OCC
→ -12	-25	-7%	-2%	-12%	-11	-78%[inhibitor]	9%	8%
> O=C(Cn1cc2c(n1)CCCC2)N1CCCC1
→ 5	0	4%	-2%	16%	0	-5%	4%	7%
> CCc1ccc(C2=NN(CCC(=O)NC3CCCCCC3)C(=O)CC2)cc1
→ -2	-4	-9%	0%	1%	-3	-17%	-19%	-20%
> CC1CC2=C(NC(=S)NC2c2ccc(F)cc2)/C(=C/c2ccc(F)cc2)C1 (centres undefined)
→ -20	-16	?	7%	10µM*	-24	?	0%	4%
> CC(OC(=O)c1ccc2c(c1)OCO2)C(=O)NC1CCCCC1C (centres undefined)
→ 5	3	1%	2%	-11%	14	-10%	-3%	?
> Cc1ccc(C)c2[nH]c(=O)c(CCNC(=O)C(C)(C)C)cc12
→ -12	2	4%	9%	1%	4	-8%	11%	-11%
> COc1ccc2c(c1)C(=O)CCC2c1ccccc1 (centres undefined)
→ 29	-7	-6%	-6%	-1%	1	8%	13%	0%
> O=C(NCCc1ccc(Cl)cc1)C1CCC(CNc2c(N3CCCCC3)c(=O)c2=O)CC1 (centres undefined)
→ -8	-3	5%	2%	-3%	21	-12%	0%	0%
> O=S(=O)(c1ccc(Cl)cc1)N1CCN(C(=S)Nc2ccccc2F)CC1
→ 1	-10	-8%	-4%	-3%	-17	-7%	-8%	8%
> Cc1ccc2sc(N(CCCN(C)C)C(=O)c3ccc(S(=O)(=O)N(C)C4CCCCC4)cc3)nc2c1C
→ ?	-26	?	-7%	-12%	-26	?	23µM*	18µM*

Some entries already given, showing only D3 ag and DRD3 antagonist:
| smiles | D3 ag | DRD3 antagonist |
| --- | --- | --- |
| COc1ccc2c(c1)C(=O)CCC2c1ccccc1 (centres undefined) | -7 | 1 |
| CCOc1ccc(C(=O)NCC(=O)Nc2ccc3c(c2)OCO3)cc1OCC | -25 | -11 |
| O=C(c1ccccc1NS(=O)(=O)c1ccc([N+](=O)[O-])cc1[N+](=O)[O-])N1O[C@@H]2C=C[C@H]1C2 | 0 | 30 |

Pulled by structure from the list above:
Each structure is followed by: IL1B secr inh	D3 ag	HT1080 IDH1KD tx	GLP-1R agonist	HT1080-NT tox	DRD3 antagonist	SW480 rerep	KB-3-1 cytotox	KB-V1 cytotox
> Cc1ccc(C)c2[nH]c(=O)c(CCNC(=O)C(C)(C)C)cc12
→ -12	2	4%	9%	1%	4	-8%	11%	-11%
> O=C(c1ccccc1NS(=O)(=O)c1ccc([N+](=O)[O-])cc1[N+](=O)[O-])N1O[C@@H]2C=C[C@H]1C2
→ -72*	0	-2%	2%	-2%	30	?	0%	0%
> CC(=O)c1ccc(NC(=O)c2c(C)nn(-c3ccccc3)c2Cl)cc1
→ 13	2	10%	15%	6%	6	-7%	2%	-20%
> CC(=O)c1ccc(C(=O)Nc2ccc3c(c2)C(=O)NC3=O)cc1
→ -4	-5	17%	0%	20%	?	1%	20%	11%

(further entries)
Each structure is followed by: IL1B secr inh	D3 ag	HT1080 IDH1KD tx	GLP-1R agonist	HT1080-NT tox	DRD3 antagonist	SW480 rerep	KB-3-1 cytotox	KB-V1 cytotox
> Cc1ccc2nc(SCC(=O)Nc3ccc4c(c3)OCO4)nc(=O)n2c1
→ 10	0	10%	2%	9%	-15	-24%	4%	-1%
> COc1cc2c(cc1OC)CC1(CCCCC1)N=C2
→ -1	-5	4%	16%	3%	10	-4%	-5%	-28%
> COc1ccccc1NC(=O)C1=C(C)Nc2nnnn2C1c1cc(Br)ccc1OC (centres undefined)
→ 17	0	-14%	1%	-2%	-4	-3%	-21%	6%
> Cn1c2c(c(=O)n(C)c1=O)C(c1ccc(Br)cc1)Nc1ccccc1O2 (centres undefined)
→ 24	4	-19%	1%	-1%	24	7%	?	?
> CCCCn1c(N)c(N(CCOC)C(=O)c2ccc3c(c2)C(=O)N(c2cc(C)ccc2C)C3=O)c(=O)[nH]c1=O
→ 20	-5	10%	-1%	17%	9	0%	12%	-4%
> Cc1nn(Cc2c(Cl)cccc2Cl)c(C)c1NC(=O)c1sc2ccccc2c1Cl
→ 7	6	?	2%	?	11	?	21%	-26%
> O=C(CCCC(=O)OCC(Cl)=C(Cl)Cl)Nc1ccccc1F
→ -1	-3	7%	13%	16%	20	-1%	4%	?
> Cc1noc(C)c1CSCC(=O)Nc1nc2ccc(Oc3ccccc3)cc2s1
→ -1	6	-15%	1%	-10%	7	-9%	-5%	15%
> CC1(C)C(C=C(Cl)Cl)C1C(=O)Nc1ccc(S(=O)(=O)Nc2ncccn2)cc1 (centres undefined)
→ 41	12	-19%	0%	-12%	-3	-1%	-2%	7%
> COc1ccc(-c2csc(NC(C)c3nc4cc(Cl)c(Cl)cc4n3CCCO)n2)cc1 (centres undefined)
→ -26	-8	?	8%	?	0	5%	?	?
> CCO[C@H]1OC(C(=O)O)=C[C@@H](c2ccc(C(F)(F)F)cc2)[C@@H]1CCCO
→ 16	-32	3%	-3%	-1%	-4	1%	1%	3%
> COC(=O)N(C)C[C@@H]1OCc2cnnn2CCCC(=O)N([C@H](C)CO)C[C@@H]1C
→ 11	1	16%	-2%	3%	11	nt	5%	0%
> CCOc1ccccc1NC1=C(OC)C(=O)C(Nc2ccccc2OCC)=C(OC)C1=O
→ -2	3	29%	0%	5%	53	-7%	6%	-10%
> O=C(Cn1c(=O)oc2ccccc21)Nc1ccc2c(c1)OCCO2
→ -19	0	-2%	13%	-5%	15	3%	3%	25%
> O=C1CC(N2CCN(Cc3ccccc3)CC2)C(=O)N1c1ccccc1 (centres undefined)
→ 18	-3	1%	-5%	3%	11	-4%	11%	6%
> NNC(=O)c1cc2ccccc2cc1O
→ 0	-5	?	-41%[inhibitor]	-22%	-6	?	?	?
> O=C(c1ccccc1)c1ccccc1C(=O)N1CCN(Cc2ccccc2F)CC1
→ -1	-1	-1%	3%	-11%	15	-19%	0%	-25%
> O=C(Nc1ccc(S(=O)(=O)N2CCCCCC2)cc1)C1CCCO1 (centres undefined)
→ 33	-6	-9%	1%	-9%	9	-1%	16%	-10%
> COc1ccc(C(=O)N2CCCCCCC2)cc1OC1CCN(C(C)C)CC1
→ -2	1	13%	-2%	-6%	1	21%	-17%	0%
> CC(C)C(=O)Nc1c(-c2cccs2)c(=O)c2ccccc2n1C
→ 4	19	7%	-13%	3%[9.24 µM]	17	2%	-1%	12%

Assay outcomes from PubChem.
